Screens as filed in PubChem.
aSyn yeast rescue – alpha-synuclein toxicity suppression in yeast. Potency, µM (doses to about 46.1 µM), for inactives: at the highest dose growth rescue (activation), most hits filed as activators. S. cerevisiae alpha-synuclein toxicity rescue, BacTiter-Glo growth, 24 h. hit rate 0.02% among 94,000; active = well fitted activation curve with a large enough effect; inconclusive = small, poorly fitted or top-dose-only effect; note: 0% is about no effect
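Growth restoration measured by BacTiter-Glo luminescence after 24 hr at 30 deg C; alpha-synuclein yeast, raffinose-pregrown to mid-log, were added at OD600=0.02 in galactose medium onto pinned compounds.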
* marks the source's active call; other numbers are inactive results; u = inconclusive; & = joins results of further samples. Potency is the fitted concentration of half-maximal effect. Some of the compounds tested; rates above refer to the full screens.

SMILES | aSyn yeast rescue
Cc1ccn2c(=O)c(C(=O)NC(C)c3ccccc3)c(O)nc2c1 (stereo not given) | -4.7%
O=C(Nc1cccc(Cl)c1Cl)c1cc(S(=O)(=O)N2CCC3(CC2)OCCO3)ccc1F | u
COc1ccccc1N1CCN(Cc2cc(=O)c(OCC(=O)NC3CCCC3)co2)CC1 | -2.7%
Cc1cccc(OCC(=O)Nc2cc(S(=O)(=O)N3CCOCC3)ccc2N2CCCC2)c1C | -2.5%
CC(=O)c1cccc(NC(=O)c2ccc3c(c2)c(C)c(C)n3Cc2ccc(Cl)cc2)c1 | -4.1%
C=CCn1c(SCc2cc(=O)n3cc(C)ccc3n2)nnc1-c1cccc(C)c1 | -7.3%
COc1ccc(C(=O)Nc2ccc3oc(-c4cc(Cl)ccc4Cl)nc3c2)cc1Br | -6.6%
C=CCN(c1ccccc1)S(=O)(=O)c1ccc2c(c1)oc(=O)n2C | -3.2%
CCOC(=O)C1(Cc2ccccc2)CCN(Cc2ccc(C3CCCCO3)s2)CC1 (stereo not given) | -10.9%
Cc1cccc(C(=O)Nc2c(C(=O)NCc3ccc(Cl)cc3)sc3nc(C)cc(C)c23)c1 | -10.6%
O=C(NCCSc1c[nH]c2ccccc12)C1CC1 | 7.5%
CCOc1ccc(Oc2ccc(NC(=O)CSc3nncn3C)cc2)cc1 | -13.0%
CCc1ccc2oc(C(=O)Nc3ccccc3OC)cc(=O)c2c1 | 1.9%
O=C(NC1CCCCC1)c1cc(-c2cccc(Cl)c2)on1 | 7.9%
CCc1ccc2occ(CC(=O)NCc3ccccc3)c2c1 | 2.7%
CC(C)(C)c1ccccc1NC(=O)CSc1nc(-c2cccs2)cc(C(F)(F)F)n1 | 6.3%
COc1ccccc1NC(=O)CSc1nc2nccnc2c(=O)n1CCc1c[nH]c2ccccc12 | 5.1%
Cn1c(=O)cc(OCC(=O)N2CCN(c3ccc(F)cc3)CC2)c2ccccc21 | -2.2%
Cc1ccc(C)c(CN2C(=O)c3ccccc3S(=O)(=O)c3ccc(C(=O)N4CCCCC4)cc32)c1 | 23.1%
Cc1cc(C)n(-c2nc3cc(Cl)ccc3nc2N2CCN(c3cccc(C)c3C)CC2)n1 | -1.0%
CCOc1ccc(NC(=O)CN2CCN(CC(=O)Nc3ccc(F)cc3F)CC2)cc1 | 3.6%
O=C(Nc1ccccc1C(=O)O)c1cccc(S(=O)(=O)N2CCCC2)c1 | -6.5%
CCOC(=O)N1CCN(C(=O)COC(=O)c2ccc([N+](=O)[O-])cc2Cl)CC1 | -2.2%
O=C(O)CCc1nc2cc(Cl)ccc2n(Cc2ccccc2)c1=O | -4.9%
O=C(COC(=O)c1ccccc1)NC(=O)NC1CCCC1 | -4.1%
COc1ccc(/C=C\c2onc(C)c2S(=O)(=O)N2CCC(C(=O)Nc3ccc(F)cc3F)CC2)cc1 | -2.3%
CSc1ccccc1NC(=O)Nc1ccccc1Cl | -15.0%
COC(=O)c1ccc(C(=S)NCC2(N(C)C)CCCCC2)cc1 | -9.5%
COc1cccc(-n2c(-c3ccc(C)cc3)cc3c2CC(C)(C)CC3=O)c1 | -6.3%
O=C(NCCc1ccc2c(c1)OCCO2)c1ccccc1F | -5.3%
Cc1ccc(Cn2c(CCCNC(=O)c3ccco3)nc3ccccc32)cc1 | 1.3%
CSc1nc(Nc2ccc(C)cc2C)cc(-c2ccccc2)n1 | -12.2%
Cc1cccc(CC(=O)NCCS(=O)(=O)N2CCN(c3ccccc3)CC2)c1 | 2.7%
NS(=O)(=O)c1ccc(NC(=O)COc2ccc(S(=O)(=O)NC3CCCCC3)cc2)cc1 | -3.2%
Cc1ccc2oc3c(c(=O)c2c1)C(c1cccc(O)c1)N(Cc1ccccc1Cl)C3=O (stereo not given) | -11.4%
O=C(O)CCS(=O)(=O)c1ccccc1Cl | -8.8%
Cc1ccc(CNC(=O)CC(C)S(=O)(=O)c2cc3c(cc2C)NC(=O)CO3)cc1 (stereo not given) | 1.3%
CCN1CCN(C(c2ccccc2)c2c(O)cc(C)n(CCOC)c2=O)CC1 (stereo not given) | -11.4%
Cc1ccsc1CN(Cc1ccco1)C(=O)c1ccc(Cl)cc1 | 3.5%
Cn1c(SCC(=O)Nc2cccc(C(=O)O)c2)nnc1-c1cc2cc(Br)ccc2o1 | 6.1%
CC(C)CC1C(=O)N(Cc2cn(CCC3OCCO3)nn2)CCS(=O)(=O)N1Cc1ccc(-c2cccc(N(C)C)c2)cc1 (stereo not given) | 2.8%
CN(C)CCOC(=O)c1ccc2[nH]c3c(c2c1)CSCC3 | 4.6%
COc1cccc(OCC(=O)Nc2ccccc2-c2ccccc2)c1 | 1.4%
O=c1sc(Nc2ccccc2)nc2ccccc12 | 1.8%
O=C(Nc1nnc(Cc2ccccc2)s1)c1cccnc1 | -1.8%
COc1ccc(NC(=O)CSc2nc3ccccc3n2CC(=O)NCc2ccc(F)cc2)cc1 | 1.0%
COc1ccc(-c2nc3scc(CCNS(=O)(=O)c4ccc(F)c(C(F)(F)F)c4)n3n2)cc1OC | 6.5%
COc1cc(/C=N/NC(=O)CC(=O)NC2CCCCC2)ccc1O | -0.6%
CCOC(=O)c1c(NC(=O)c2cc3nc(-c4ccc(OC)cc4)cc(C(F)(F)F)n3n2)sc2c1CCC(C)C2 (stereo not given) | -3.2%
CC(=O)N1CCOc2cc(S(=O)(=O)NC(C)c3ccccc3)c(Cl)cc21 (stereo not given) | -11.6%&-5.2%
CC1CCN(C(=O)CSC2=NS(=O)(=O)c3cc(F)ccc3N2)CC1 | -1.5%
Cc1ccccc1CSc1nc2ccsc2c(=O)n1CCC(C)C | 4.6%
Cc1ccc2cc(C3CC(c4ccco4)=NN3C(=O)CCCC(=O)O)c(Cl)nc2c1 (stereo not given) | -9.6%
CCOc1ccc(CNC(=O)Cn2c(=O)c3cccn3c3ccc(F)cc32)cc1 | -8.6%
COC(=O)c1ccc(CNC(=O)CN2C(=O)NC(Cc3ccccc3)(c3ccccc3)C2=O)cc1 (stereo not given) | -4.0%
CN(C(=O)c1cnccn1)c1c(N)n(Cc2ccccc2)c(=O)[nH]c1=O | -13.7%
CCCN1C(=O)C2(c3ccccc31)c1c(oc3ccc(F)cc3c1=O)C(=O)N2CCCOC(C)C (stereo not given) | 6.2%
CCC(=O)N1CCc2cc(Br)cc(S(=O)(=O)CCC(=O)N3CCN(c4cc(C)ccc4C)CC3)c21 | 6.1%
O=C1/C(=C/c2ccc(O)c(O)c2)Oc2cc(O)ccc21 | 3.1%
COc1ccc(C)cc1NC(=O)c1cc(S(=O)(=O)N2CCN(c3cccc(C)c3C)CC2)ccc1F | -5.6%

Other compounds.
SMILES | aSyn yeast rescue
COc1ccc(N(Cc2nnc3n2CCCCC3)C(=O)Nc2ccc(Cl)cc2)cc1Cl | 6.6%
CC(NS(=O)(=O)c1ccccc1)C1CC2CCC1C2 (stereo not given) | 20.6%
COc1ccc(N2CCN(C(CNS(=O)(=O)c3ccc(OC)c(C)c3)c3ccco3)CC2)cc1 (stereo not given) | 10.2%
O=C(COc1ccccc1)Nc1ccc2nc(SCC(=O)N3CCc4ccccc43)sc2c1 | -3.0%
Nc1c(-c2ccccn2)cnn1-c1nc(-c2ccc(F)cc2)cs1 | -8.2%
Cc1c(-c2nc(-c3ccc4c(c3)OCO4)no2)nnn1-c1ccc(Br)cc1F | -5.1%
Nc1cc(=O)nc(SCC(=O)Nc2ccccc2)n1-c1ccccc1 | -7.8%
O=C(O)CCCn1cc(NC(=O)c2ccc(Br)o2)cn1 | -2.5%
Cc1ccc(CN2CCCn3nc(C(=O)NCCC(C)C)cc3C2=O)cc1 | -11.7%
COc1ccccc1N1CCN(c2ccc3cc(S(=O)(=O)N4CCCCC4)ccc3n2)CC1 | 1.5%
Cc1ccc(CN(C(=O)c2ccc(OCC(C)C)cc2)c2ccccn2)o1 | -10.0%
C=CCNC(=O)C1CC(=O)N(c2ccc(C)cc2)C1 (stereo not given) | 9.1%
CN(c1ncnc2c1c(-c1ccccc1)cn2-c1ccc(F)cc1)C1CCCCC1 | -19.5%
CCCCNC(=O)NS(=O)(=O)c1ccc(NC(=O)C(NC(N)=O)C(C)CC)cc1 (stereo not given) | -3.4%
O=C(NC1CCCCC1)c1cc(Nc2ccccc2)nc2ccccc12 | -4.6%
S=c1nc(COc2ccccc2)[nH]c2ccccc12 | -2.5%
Cc1nn(CC(=O)N2CCC(C)CC2)c(=O)c2cc3occc3n12 | 11.7%
Cc1cccc(NC(=O)CSCC(=O)N(CCC(C)C)c2c(N)n(Cc3ccccc3)c(=O)[nH]c2=O)c1 | 2.4%
CC1CN(S(=O)(=O)c2cccc(C(=O)Nc3ccc4c(c3)CCC4)c2)CC(C)O1 (stereo not given) | -0.2%
COc1ccc(-c2nc(CNS(=O)(=O)c3ccc(OC)c(OC)c3)cs2)cc1 | 4.7%
CCc1ccc(/C=C2/SC(=S)N(CCCC(=O)Nc3cccc(C(=O)O)c3)C2=O)cc1 | -0.8%
COc1cccc(-n2c(=O)c3cc(OC)c(OC)cc3n(CC(=O)Nc3ccc(F)cc3)c2=O)c1 | -11.4%
CN(Cc1ccccc1)C(=O)c1cc2c(=O)n(C)c3ccccc3c2s1 | -12.2%
CC(=O)c1ccc(NC(=S)Nc2ccn(Cc3ccc(Br)cc3)n2)cc1 | 16.5%
COc1ccc(-c2noc(CN(C)C(=O)c3ccoc3C)n2)cc1OC | -9.8%
CC(=O)c1cccc(NC(=O)C2CCCN2S(=O)(=O)c2ccccc2C(F)(F)F)c1 (stereo not given) | -3.3%
Cc1ccc(C)c(NC(=O)CSc2cn(CC(=O)N3CCCCC3)c3ccccc23)c1 | -2.7%
CCn1cc2nc(SCC(=O)Nc3ccc(C)cc3)n(Cc3ccc(C)cc3)c(=O)c2n1 | 0.4%
CCC(=O)N(C)C[C@H]1Oc2ncc(C#Cc3cccnc3)cc2C(=O)N([C@@H](C)CO)C[C@@H]1C | -0.1%
CCOC(=O)c1sc2ncn(CC(=O)Nc3ccc(C)cc3Br)c(=O)c2c1C | 6.6%
COc1ccc(-c2ccc(S(=O)(=O)NCC3CCCO3)cc2)cc1 (stereo not given) | -11.7%
Cc1ccc(NC(=O)CSCn2nnc3c(=O)[nH]c(Cc4ccc(F)cc4)nc32)c(C)c1 | -1.4%
CC(C)(C)NC(=O)Nc1ccc(Cn2cc(C(F)(F)F)ccc2=O)cc1 | 0.3%
Cc1ccccc1OCc1ccc(-c2nc(C#N)c(N3CCN(c4ccccc4)CC3)o2)o1 | 0.4%
CSc1cccc(NC(=O)Cn2cnc(S(=O)(=O)N3CCCC3)c2)c1 | 5.2%
O=C(CN1C(=O)COc2ccc(S(=O)(=O)N3CCCCCC3)cc21)Nc1cccc(Cl)c1 | 0.1%
Cn1cccc1CNC(=S)Nc1ccccc1Cl | -10.0%
CCOC(=O)c1c(C)oc2nc(C)nc(NCCCN3CCN(c4cccc(C)c4)C(C)C3)c12 (stereo not given) | -8.4%
O=C(Nc1ccc([N+](=O)[O-])c(NC(=O)c2cccnc2)c1)c1cccnc1 | 7.4%
CCOC(=O)c1ccc(NC(=O)CN2C(=O)c3cccnc3Oc3ccc(Cl)cc32)cc1 | 7.6%
O=C(Nc1c(-c2ccc(F)cc2)nc2ccccn12)c1ccccc1F | -3.5%
CCOC(=O)c1cnc2c(ccc3ccccc32)c1Nc1ccc(C(C)=O)cc1 | 2.8%
CC(C)CNS(=O)(=O)c1ccc(CCC(=O)NC2CCCCC2)cc1 | -8.3%
Cc1cc(C)cc(NC(=O)CSc2cc(C)[nH]c(=O)n2)c1 | -1.7%
CCn1cc(C(=O)NCCOC)c(=O)c2cc(S(=O)(=O)N3CCOCC3)ccc21 | -2.4%

Six compounds already listed, ordered by heavy-atom count, descending:
SMILES | aSyn yeast rescue
O=C(CN1C(=O)COc2ccc(S(=O)(=O)N3CCCCCC3)cc21)Nc1cccc(Cl)c1 | 0.1%
CCOC(=O)c1cnc2c(ccc3ccccc32)c1Nc1ccc(C(C)=O)cc1 | 2.8%
O=C(Nc1ccc([N+](=O)[O-])c(NC(=O)c2cccnc2)c1)c1cccnc1 | 7.4%
COc1ccc(-c2ccc(S(=O)(=O)NCC3CCCO3)cc2)cc1 (stereo not given) | -11.7%
Cc1cc(C)cc(NC(=O)CSc2cc(C)[nH]c(=O)n2)c1 | -1.7%
Cn1cccc1CNC(=S)Nc1ccccc1Cl | -10.0%

(cont.)
SMILES | aSyn yeast rescue
S=C1NC(c2ccccc2)=CC(c2ccccc2)N1 (stereo not given) | -5.0%
Cc1ccc(CNC(=O)C2CCN(S(=O)(=O)c3c(C)noc3/C=C/c3c(C)cc(C)cc3C)CC2)cc1 | 5.1%
COC(=O)Cn1c(=NC(=O)CSC(C)=O)sc2ccccc21 | 1.9%
COc1cc2c(cc1OC)C(c1ccc(Cl)cc1)N(c1cccc(C#N)c1)C(=O)C2 (stereo not given) | 4.8%
CCOC(=O)c1ccc(NC(=O)CCn2cnnn2)cc1 | 2.5%
CCOc1ccc(-c2nnc(SCC(=O)c3ccc(F)cc3)n2-c2ccccc2)cc1 | -7.7%
NC(=O)C1CCN(C2=C(NS(=O)(=O)c3ccc(Cl)cc3)C(=O)c3ccccc3C2=O)CC1 | -9.6%
O=C(c1ccccc1Br)N(Cc1ccco1)C1CCS(=O)(=O)C1 (stereo not given) | -2.7%
CCN1CN(CCc2ccccc2)CNC1=S | 8.7%
N#CCC(=O)NNc1c([N+](=O)[O-])cc(C(F)(F)F)cc1[N+](=O)[O-] | -24.0%
